HePTP inh: blocks human HePTP tyrosine phosphatase. recombinant HePTP phosphatase activity, OD absorbance. inhibition, % at 20 µM. 0.64% of 110,000 active; in the data active = inhibition above about 50%;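 also: plate controls were vehicle for no effect and reference inhibitor for full effect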
BAP1 block: human BAP1 deubiquitinase inhibition | Q92560 | recombinant BAP1, Ub-AMC hydrolysis fluorescence kinetic; hits give low values | activity remaining (% of control), % at 20 µM | 0.48% of 72,000 active;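 active = activity remaining at or below 50% of control, provided the compound also passes the data quality filters; inactive = the rest, including low values that fail the filters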;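 also: 100% = DMSO wells rate and 0% = substrate alone blank rate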
Target sequence (Q92560 whole entry, looked up): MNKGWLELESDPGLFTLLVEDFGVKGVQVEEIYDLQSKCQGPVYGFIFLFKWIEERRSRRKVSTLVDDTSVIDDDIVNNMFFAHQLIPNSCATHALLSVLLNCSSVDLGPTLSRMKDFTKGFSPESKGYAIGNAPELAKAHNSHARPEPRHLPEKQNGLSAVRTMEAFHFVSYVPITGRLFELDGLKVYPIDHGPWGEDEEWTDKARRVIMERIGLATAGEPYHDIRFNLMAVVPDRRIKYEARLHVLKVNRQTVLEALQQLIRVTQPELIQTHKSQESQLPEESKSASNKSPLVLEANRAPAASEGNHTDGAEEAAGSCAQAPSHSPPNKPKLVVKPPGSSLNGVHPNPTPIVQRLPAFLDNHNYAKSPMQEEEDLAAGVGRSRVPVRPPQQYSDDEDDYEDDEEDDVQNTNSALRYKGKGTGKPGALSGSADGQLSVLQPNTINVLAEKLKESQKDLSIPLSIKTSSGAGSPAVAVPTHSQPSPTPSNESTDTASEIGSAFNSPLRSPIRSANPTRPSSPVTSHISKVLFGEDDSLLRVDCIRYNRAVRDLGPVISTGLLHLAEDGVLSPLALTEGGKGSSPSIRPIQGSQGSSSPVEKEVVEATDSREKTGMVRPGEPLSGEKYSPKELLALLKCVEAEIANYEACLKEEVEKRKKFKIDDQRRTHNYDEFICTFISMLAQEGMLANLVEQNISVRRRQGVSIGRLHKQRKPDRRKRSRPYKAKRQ
* = called active by the depositor; · = not tested or not shown; & = joins results of further samples.

#	smiles	HePTP inh	BAP1 block
1	COCCCN1C(=O)c2[nH]nc(-c3cc(C)cc(C)c3O)c2C1c1ccc(O)c(OC)c1 (stereo not drawn)	-12	88
2	Cc1ccc(C(=O)NCCN(C)C)cc1	-9	·
3	CCOc1ccccc1C(=O)NCCCN1CCN(CCCNC(=O)c2ccccc2OCC)CC1	1	93
4	COC(=O)c1ccc(/C=C2\SC(=S)N(c3cccc(C)c3C)C2=O)cc1	-10	·
5	CC(/C=C/c1ccco1)=N/NC(=O)CNc1ccc(C)cc1	-5	·
6	O=C(N/N=C/c1cc(I)ccc1O)c1ccccn1	-7	·
7	N#Cc1c(-c2ccc(Cl)cc2)n(Cc2ccccc2)c(=O)n(Cc2ccccc2)c1=O	-14	·
8	O=C(c1ccco1)N1CCN(C(=O)C2CCN(S(=O)(=O)c3cnc[nH]3)CC2)CC1	3	101
9	CCOC(=O)C(CCCCCOc1c(C)cccc1C)C(=O)OCC	2	·
10	Cc1ccc(-n2c(-c3cccc(C)c3)n[nH]c2=S)cc1	-3	·
11	COc1ccc(-n2c(Cc3cccn3C)nnc2SCC(=O)NCc2ccccc2Cl)cc1	-4	93
12	O=C(O)/C=C/C(=O)Nc1ccc(OC(F)(F)Cl)cc1	4	·
13	COc1ccccc1OCCCOc1ccc(C)c(C)c1	-10	·
14	O=C(Cn1cc(C(=O)C2CC2)c2ccccc21)NCC1CCCO1 (stereo not drawn)	6	79
15	O=c1oc2ccc(Br)cc2cc1-c1nc2sc3c(c2c(=O)[nH]1)CCCC3	·	192
16	O=C1C(=O)N(c2nncs2)C(c2ccc(F)cc2)/C1=C(\O)c1ccccc1 (stereo not drawn)	10	·
17	CCCC12CN3CC(C)(CN(C1)C3c1ccc(OC(C)C)cc1)C2=O (stereo not drawn)	-5	103
18	CCOc1cccc2cc(C(=O)NC(C)=O)c(=Nc3ccc(F)cc3)oc12	·	54
19	Cn1c(C(=O)NCCN2CCCCCC2)cc2c(=O)n(C)c3ccccc3c21	4	84
20	COc1cc([N+](=O)[O-])ccc1NC(=O)C(C)C	4	·
21	O=C1C(C=NCC2CCCO2)=C(O)c2ccccc21 (stereo not drawn)	-5	98
22	COc1ccc(C(c2nnnn2CCc2ccccc2)N2CCN(C3CCCC3)CC2)cc1OC (stereo not drawn)	3	111
23	CCC(C(=O)NC(c1ccccc1)c1ccccc1)c1ccccc1 (stereo not drawn)	4	·
24	O=C(Nc1ccc(I)cc1Cl)c1ccc2c(c1)OCCO2	-3	·
25	COc1ccc(OCC(=O)Nc2ccc(-c3nc4ccc(C)cc4s3)cc2)cc1	13	·
26	Cc1nc(C)c(C(=O)C2=C(O)C(=O)N(CCN(C)C)C2c2cccs2)s1 (stereo not drawn)	3	111
27	Cc1c(C(=O)NCC2CCCO2)oc2ccc(S(=O)(=O)N3CCCCC3)cc12 (stereo not drawn)	-3	81
28	Cc1ccc2c(nc3s/c(=C\c4ccc(-c5cccc(C(F)(F)F)c5)o4)c(=O)n32)c1C	3	·
29	CC(C)CC(=O)NC1(C(F)(F)F)C(=O)Nc2c1c(=O)n(C)c(=O)n2C (stereo not drawn)	3	81
30	COc1ccc(OCC(=O)Nc2ccc3oc(-c4ccc(Cl)cc4Cl)nc3c2)cc1	2	·
31	COc1cc(OC)cc(C(=O)Nc2ccc3c(c2)COC3=O)c1	5	109
32	CCSc1ncnc2c1oc1ccccc12	6	106
33	COc1ccc2c(c1)OCC/C2=N\OC(=O)c1cccc2ccccc12	-5	·
34	O=c1[nH]c(CSc2nnc(-c3ccco3)n2-c2ccccc2)nc2sc3c(c12)CCC3	-13	125
35	Cc1ccc(/C=C(/C#N)C(=O)Nc2cccc(Br)c2)cc1[N+](=O)[O-]	4	·
36	CC(C)CCNC(=O)C1CCN(C(=O)N(C)C)CC1	5	103
37	O=C(O)C1CC(=O)N(Cc2ccc3c(c2)OCO3)C1 (stereo not drawn)	4	69
38	Cc1cc(C)nc(N/N=C\c2c[nH]c3ccccc23)n1	4	·
39	CC(C)(C)c1ccc(Oc2coc3c(CN4CCOCC4)c(O)ccc3c2=O)cc1	8	·
40	O=C(Cc1ccccc1)NC(NC(=O)Cc1ccccc1)c1cccc([N+](=O)[O-])c1	3	·
41	COC(=O)COc1ccc2c(c1)C(=O)c1cc(OCC(=O)OC)ccc1-2	·	59
42	CCCCCCNc1cc2n(c(=O)n1)CCc1cc(OC)c(OC)cc1-2	0	·
43	N#Cc1ccccc1NC(=O)CC1Sc2ccc(C(F)(F)F)cc2NC1=O (stereo not drawn)	-1	·
44	CCCS(=O)(=O)N1CCCC(c2nc(-c3cccc(OC)c3)no2)C1 (stereo not drawn)	4	78
45	C/C=C(/C(=C/C)c1ccc(O)cc1)c1ccc(O)cc1	9	77
46	Cc1ccc(-c2noc(CCC(=O)NC3CCN(Cc4ccccc4)CC3)n2)cc1	8	104
47	N#CC(C(=O)OCc1ccccc1)c1nc2ccccc2nc1N1CCOCC1 (stereo not drawn)	0	61
48	CCC(=O)N(Cc1cc2cc(OC)ccc2[nH]c1=O)c1ccc(C)cc1C	6	·
49	CCOC(=O)c1sc(NC(C)=O)cc1C	-7	177
50	COc1ccc(OC)c(N2C(=O)C3C4c5ccccc5C(C(=O)O)(c5ccccc54)C3C2=O)c1 (stereo not drawn)	·	101
51	COc1ccc(CNC(=O)c2cccc(F)c2)cc1	-5	·
52	COc1ccc(/C=N/n2cnnc2)cc1Cn1nc(C)c([N+](=O)[O-])c1C	-7	·
53	Cc1nc2ccccc2c(=O)n1NC(=O)C1CCCCC1	3	88
54	CCn1c(=O)c2c(cnn2C)c2ccccc21	0	101
55	O=C(O)C1CCN(c2nc(-c3ccccc3)nc3c2oc2ccccc23)CC1	8	73
56	COc1ccccc1NC(=O)CSc1nnnn1C	6	92

Additional structures:
#	smiles	HePTP inh	BAP1 block
57	C=CCn1c(=O)n(CCOC)c(=O)c2sc3ccccc3c21	7	·
58	Cc1ccnc(NS(=O)(=O)c2ccc(NC(=O)C34CC5CC(CC(C5)C3)C4)cc2)n1	·	58
59	O=C(Nc1cccc(-c2nnc(-c3ccccc3)o2)c1)C1CCCO1 (stereo not drawn)	-6	99
60	N#CC1=C(SCC(=O)c2ccc(Br)cc2)NC2=C(C(=O)CCC2)C1c1ccco1 (stereo not drawn)	2	·
61	COc1cc(-n2nc(-c3ccccc3)cc2-c2ccccc2)ncn1	·	79
62	CCCCn1cnc2c(cnn2-c2ccc(Cl)cc2)c1=O	-4	79
63	COc1ccc(/C=C2\SC(=S)N(c3cccc(Br)c3)C2=O)cc1	12	·
64	Cc1sc(NC(=O)C2C3C=CC(C3)C2C(=O)O)c(C(N)=O)c1C (stereo not drawn)	10	·

A draw from above in order of heavy-atom count, ascending.
#	smiles	HePTP inh	BAP1 block
62	CCCCn1cnc2c(cnn2-c2ccc(Cl)cc2)c1=O	-4	79
57	C=CCn1c(=O)n(CCOC)c(=O)c2sc3ccccc3c21	7	·
63	COc1ccc(/C=C2\SC(=S)N(c3cccc(Br)c3)C2=O)cc1	12	·
61	COc1cc(-n2nc(-c3ccccc3)cc2-c2ccccc2)ncn1	·	79
60	N#CC1=C(SCC(=O)c2ccc(Br)cc2)NC2=C(C(=O)CCC2)C1c1ccco1 (stereo not drawn)	2	·

Continued.
#	smiles	HePTP inh	BAP1 block
65	O=C(Cc1ccc2cccnc2c1)c1ccc(O)cc1O	4	133
66	COc1ccc(CCNC(=O)CN(c2ccccc2C)S(C)(=O)=O)cc1OC	7	·
67	CCOC(=O)C(CC)Oc1ccc2ccc(=O)oc2c1 (stereo not drawn)	6	·
68	Cc1ccc(CCN2CC(C(=O)NCCCN3CCCCCC3)CC2=O)cc1 (stereo not drawn)	-10	104
69	Cc1ccc2oc(-c3cc(NC(=O)c4cccs4)ccc3O)nc2c1	-7	·
70	CCCN(CCC)Cc1cc2ccccc2c2c1COC2	6	·
71	C=CCc1ccccc1OCC(CN1CCCCC1)OC(C)=O (stereo not drawn)	-6	92
72	COC(=O)C1C(=O)C2=C(CC1C)NC(=O)CC2c1ccccc1 (stereo not drawn)	1	103
73	CCOc1nc(-c2ccccc2)ccc1-c1noc(COC)n1	7	·
74	Cc1nn(C)c(C)c1S(=O)(=O)N1CCC(C(=O)NC2CCCc3ccccc32)CC1 (stereo not drawn)	4	95
75	CCOC(=O)C1=C(C)N(CC(C)C)C(=O)/C1=C\c1ccco1	11	·
76	Cc1onc(-c2c(F)cccc2Cl)c1C(=O)OCC(=O)Nc1c(C)n(C)n(-c2ccccc2)c1=O	-2	·
77	COc1ccc(CNC(=O)c2noc3c2CCCC3)cc1	-4	87
78	Cn1c2c(c(=O)n(C)c1=O)CN(Cc1ccc(F)cc1)CN2	5	100
79	Cc1ccc(S(=O)(=O)NC(C)C(=O)NC2CCCCCC2)cc1 (stereo not drawn)	4	59
80	O=C(/C=C/c1ccccc1)C1=C(O)C(=O)N(c2ccccc2)C1c1ccccc1F (stereo not drawn)	0	·
81	O=C1NC(c2cc3c(cc2Cl)OCO3)Oc2ccccc21 (stereo not drawn)	-1	121
82	Cc1cc(C(=O)COc2ccc(-c3nnco3)cc2)c(C)n1Cc1ccccc1	2	·
83	Cn1c(NCc2cccnc2)nc2c1c(=O)n(Cc1ccccc1F)c(=O)n2C	4	103
84	c1ccc2c(c1)nc(N1CCN(C3CCCCC3)CC1)c1nnnn12	10	76
85	c1ccc(Cn2nnnc2C(c2cccs2)N2CCSCC2)cc1 (stereo not drawn)	-6	102
86	COC(=O)CSc1nnc(C)c(=O)[nH]1	6	163
87	CC(=O)Nc1nonc1-c1nc2ccccc2n1Cc1ccc(C(C)(C)C)cc1	0	·
88	O=C(Nc1nccs1)C1CCN(S(=O)(=O)c2ccc3c(c2)OCCCO3)CC1	2	110
89	Cc1oc2cc(O)ccc2c(=O)c1N1C(=O)c2ccccc2C1=O	3	91
90	CCc1ccccc1N(CC)C(=O)c1cn(C)c(=O)c2cc(OC)c(OC)cc12	-1	113
91	CCCCOCCCNS(=O)(=O)c1ccccc1	0	100
92	CC(c1ccccc1)N1C(=O)/C(=C\c2ccc(Cl)cc2Cl)SC1=S (stereo not drawn)	-2	·
93	O=C(CN(c1ccc(F)cc1)S(=O)(=O)c1ccc2c(c1)OCCO2)NCc1ccccn1	9	132
94	Cc1c(C(=O)N2CC(C)OC(C)C2)sc2nc(-c3ccccc3)cn12 (stereo not drawn)	2	116
95	CC(=O)C1=C(C)NC(=S)NC1c1cc([N+](=O)[O-])ccc1O (stereo not drawn)	6	·
96	COc1ccc(-n2cnnc2)cc1	0	·
97	O=C(Cc1ccsc1)NCC(c1ccco1)N1CCCCC1 (stereo not drawn)	0	105
98	O=C(C1CCCN(S(=O)(=O)c2cccnc2)C1)N1CCN(c2ccccn2)CC1 (stereo not drawn)	6	98
99	O=C(N/N=C/c1ccccc1[N+](=O)[O-])c1cccc(Cl)c1	-17	·
100	COc1ccc(Cn2nnnc2C(c2cccnc2)N2CCN(c3ccc(O)cc3)CC2)cc1 (stereo not drawn)	0	101
101	CS(=O)(=O)N(Cc1ccc(Cl)cc1)c1ccc(C(=O)NCC2CCCO2)cc1 (stereo not drawn)	9	·
102	CSCCC(NC(=O)c1ccc(C)o1)C(=O)O (stereo not drawn)	4&-15	100
103	COc1ccc2c(c1)C1=NN(/C(C)=C/C(C)=O)C(c3ccc(F)cc3)C1CC2 (stereo not drawn)	-8	·
104	Cc1[nH]c(=S)n(CC2CCCO2)c1C (stereo not drawn)	-11	90
105	O=S(=O)(c1ccc2c(c1)nc(COc1ccc(Cl)cc1)n2CC1CCCO1)N1CCOCC1 (stereo not drawn)	-1	86
106	CC(C)Cn1nc(NS(=O)(=O)c2ccccc2)c2cc3ccccc3nc21	7	89
107	Cc1ccccc1NC(=O)C(=O)NNC(=O)c1ccccc1C	-14	·
108	Cn1cc(/C=C2/SC(=O)N(c3ccccc3)C2=O)c2ccccc21	3	·
109	CCC(=O)N1CCN(c2ccc(NC(=O)c3ccc4c(c3)OCO4)cc2)CC1	5	93
110	COc1cc2ccccc2cc1C(=O)Nc1cccnc1	2&8	82
111	CCCNS(=O)(=O)c1ccc(OCC(=O)NCCCOC)cc1	4	130
112	Cc1ccc(C(=O)NC2C(=O)N3C2SC(C)(C)C3C(=O)O)o1 (stereo not drawn)	10	·
113	COc1cccc(=O)c2c(C)oc(C)c12	5	91
114	N#Cc1c(N)nc(SCC(=O)c2ccccc2)c(C#N)c1-c1ccc(Cl)cc1	2	·
115	Cc1cc(C)c2nc(N)sc2c1	-2	109

Fetched one by one from the list above (six):
#	smiles	HePTP inh	BAP1 block
112	Cc1ccc(C(=O)NC2C(=O)N3C2SC(C)(C)C3C(=O)O)o1 (stereo not drawn)	10	·
110	COc1cc2ccccc2cc1C(=O)Nc1cccnc1	2&8	82
113	COc1cccc(=O)c2c(C)oc(C)c12	5	91
108	Cn1cc(/C=C2/SC(=O)N(c3ccccc3)C2=O)c2ccccc21	3	·
115	Cc1cc(C)c2nc(N)sc2c1	-2	109
111	CCCNS(=O)(=O)c1ccc(OCC(=O)NCCCOC)cc1	4	130

Screening results (PubChem)
